CHRM4 agonist: human M4 muscarinic receptor agonists, primary screen, CHO-K1 cells, Fluo-8 calcium fluorescence. Muscarinic acetylcholine receptor M4 (Homo sapiens), P08173. CHO-K1 hM4/Gqi5; vehicle 0%, full acetylcholine response 100%. activation, % at 3 µM. 0.14% of 360,000 active;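 active = activation above the run mean over all test wells plus 3 SD, cut at about 32% in these data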;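 also: peak over basal fluorescence ratio per well then scaled between controls; 0% = DMSO wells and 100% = acetylcholine at EC100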
M1 PAM: human M1 muscarinic receptor positive allosteric modulators, primary screen, CHO-K1 cells, Fluo-8 calcium fluorescence, 1536-well; 0.088% of 360,000 active; activation, % at 3 µM; CHO-K1 hM1, ACh EC20; 0% = ACh EC20, 100% = maximal ACh; Muscarinic acetylcholine receptor M1 (Homo sapiens), P11229; in the data active = activation above about 19%, passing the limit was not always enough
Target sequence (P11229 whole entry, looked up): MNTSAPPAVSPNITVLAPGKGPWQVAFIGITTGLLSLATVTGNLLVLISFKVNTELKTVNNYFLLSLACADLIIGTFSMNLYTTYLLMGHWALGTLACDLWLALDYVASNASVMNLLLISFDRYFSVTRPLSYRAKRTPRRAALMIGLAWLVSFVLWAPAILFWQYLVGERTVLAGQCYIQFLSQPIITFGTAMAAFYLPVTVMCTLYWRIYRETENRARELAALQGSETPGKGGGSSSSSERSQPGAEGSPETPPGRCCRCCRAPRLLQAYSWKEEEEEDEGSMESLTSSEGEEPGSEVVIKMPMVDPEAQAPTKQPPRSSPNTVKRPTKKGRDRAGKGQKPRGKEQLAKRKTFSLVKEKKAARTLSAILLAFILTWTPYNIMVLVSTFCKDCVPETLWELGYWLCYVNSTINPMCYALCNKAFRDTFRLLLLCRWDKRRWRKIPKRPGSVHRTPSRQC
M5 ag: human M5 muscarinic receptor agonists, primary screen, CHO-K1 cells, Fluo-8 calcium fluorescence. CHO-K1 hM5 cells; 0% DMSO wells, 100% maximal acetylcholine response. activation, % at 3 µM. 0.19% of 360,000 active. AID 624037, 2012;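 active = activation above the run's mean over test compounds plus 3 SD, cut at about 23% in these data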;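 also: signal is peak over basal fluorescence ratio across the kinetic read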
Target sequence (P08912 whole entry, looked up): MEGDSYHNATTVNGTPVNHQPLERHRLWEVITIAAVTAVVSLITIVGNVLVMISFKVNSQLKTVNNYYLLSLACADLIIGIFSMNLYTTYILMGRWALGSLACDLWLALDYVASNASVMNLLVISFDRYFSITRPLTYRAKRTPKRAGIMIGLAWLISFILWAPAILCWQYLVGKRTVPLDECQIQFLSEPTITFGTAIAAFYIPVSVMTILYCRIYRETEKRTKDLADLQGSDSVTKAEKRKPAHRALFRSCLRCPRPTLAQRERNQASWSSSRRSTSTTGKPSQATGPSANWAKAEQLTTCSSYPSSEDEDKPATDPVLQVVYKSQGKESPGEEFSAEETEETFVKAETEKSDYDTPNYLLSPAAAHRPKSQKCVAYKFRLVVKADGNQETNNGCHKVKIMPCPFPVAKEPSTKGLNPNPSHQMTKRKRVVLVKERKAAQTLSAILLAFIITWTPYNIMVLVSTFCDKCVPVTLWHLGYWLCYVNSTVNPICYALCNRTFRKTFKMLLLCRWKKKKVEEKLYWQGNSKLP
CHRM4 PAM: human M4 muscarinic receptor positive allosteric modulators, primary screen, CHO-K1 cells, Fluo-8 calcium fluorescence; Muscarinic acetylcholine receptor M4 (Homo sapiens), P08173; CHO-K1 hM4/Gqi5, ACh EC20; 0% = ACh EC20, 100% = maximal ACh; activation, % at 3 µM; 0.4% of 360,000 active; AID 624126, 2012;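 active = activation above its plate's cutoff, the mean activation of sample wells plus 3 SD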; also: some results filed as inactive read as strong as hits
M4 antag: human M4 muscarinic receptor antagonists, primary screen, CHO cells, Fluo-8 calcium fluorescence | AID 624125, 2012 | CHO-hM4 cells, ACh EC80 | Muscarinic acetylcholine receptor M4 (Homo sapiens), P08173 | 0.73% of 360,000 active | inhibition, % at 3 µM;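 active = inhibition above its plate's cutoff, the mean inhibition of sample wells plus 3 SD, cut at about 27% in these data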;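 also: 0% = acetylcholine EC80 with DMSO and 100% = DMSO without agonist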
CHRM1 antagonist: human M1 muscarinic receptor antagonists, primary screen, CHO-K1 cells, Fluo-8 calcium fluorescence, 1536-well | CHO-K1 hM1, ACh EC80 antagonist | inhibition, % at 3 µM | 1.3% of 360,000 active | AID 588852, 2011;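 active = percent inhibition above its own plate's cutoff, namely the mean of that plate's compound wells plus 3 SD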;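 also: peak over basal fluorescence ratio during 140 s after agonist addition; 0% = ACh EC80 plus DMSO and 100% = DMSO alone without agonist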
CHRM5 PAM: human M5 muscarinic receptor positive allosteric modulators, primary screen, CHO-K1 cells, Fluo-8 calcium fluorescence; CHO-K1 hM5, ACh EC20 PAM; 0% = ACh EC20, 100% = ACh EC100; activation, % at 3 µM; 0.3% of 360,000 active; Muscarinic acetylcholine receptor M5 (Homo sapiens), P08912;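 active = activation above the run cutoff, the mean activation of all test compounds plus 3 SD, cut at about 18% in these data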
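System: CHO-K1 hM5 cells. Reagent: acetylcholine, EC20 level. Compound dosing: single dose, 3 µM nominal final test concentration. Timing: Post-acetylcholine fluorescence recording 140 s. Detection: Fluo-8 calcium fluorescence. Read-out: % activation, ACh-normalized. Benchmarks: ACh EC20 and EC100 wells. Repeats: singlicate, one well per test compound.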
M5 antag: human M5 muscarinic receptor antagonists, primary screen, CHO cells, Fluo-8 calcium fluorescence. Muscarinic acetylcholine receptor M5 (Homo sapiens), P08912. CHO-hM5 cells, ACh EC80. inhibition, % at 3 µM. 0.59% of 360,000 active;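 active = inhibition above a per-plate cutoff, the mean of that plate's test compounds plus 3 SD, cut at about 27% in these data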;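 also: 0% = acetylcholine EC80 with DMSO and 100% = DMSO without agonist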
CRFR2-BP ag: agonists of CRF-BP/CRF-R2 complex, primary screen, cell-based, HEK293, calcium dye fluorescence, uHTS; activation, % at 13.2 µM; 0.46% of 350,000 active; AID 588473, 2011; calcium dye fluorescence (FLIPR); percent of saturating CRF peptide response; CRF-binding protein / CRF receptor 2 complex (human);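 active = activation of at least 50%, plus an integration ratio under a set limit after plate pattern correction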;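 also: plate controls were neutral control wells without compound for no effect and CRF at EC100 for full effect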
* marks the source's active call; other numbers are inactive results; nt = no result given. Compounds as they come; 2.8% or so of the library scored in one or more.

Molecule	CHRM4 agonist	M1 PAM	M5 ag	CHRM4 PAM	M4 antag	CHRM1 antagonist	CHRM5 PAM	M5 antag	CRFR2-BP ag
O=C(COC(=O)/C=C/c1ccc(Cl)cc1)NC1CC1	2	5	2	-4	4	-7	-2	3	1.4
CN(Cc1cc2ccccc2[nH]c1=O)C(=O)COc1ccccc1	1	10	5	-5	4	-16	14	-9	5.8
COC(=O)[C@H](Cc1ccc(O)cc1)NC(=O)Cn1cnc2c(SC)nc(N)nc21	0	11	2	0	3	-19	-6	7	-1.4
C=CCNc1nc(=S)[nH]c2cc(OC)c(OC)cc12	1	10	-1	0	9	-1	-1	-3	-0.2
CCCn1c(C(O)c2ccc(OCC)cc2)nc2ccccc21 (stereo not given)	1	1	0	1	-1	1	1	-1	-0.2
Cc1ccc(C(=O)c2coc3ccc(OCC(=O)O)cc23)cc1	0	6	-6	8	-6	-24	5	-5	-0.5
O=C(N/N=C/c1ccc(-c2ccc([N+](=O)[O-])cc2)o1)[C@H]1C[C@@H]1c1ccccc1	1	4	3	-10	-7	-9	5	-6	18
O=[N+]([O-])c1cc(/C=N\Nc2ccccn2)ccc1Cl	2	2	1	-3	-3	-14	-8	14	-0.5
CC/C(C)=C1\SC(N2CCOCC2)=NC1=O	0	3	-3	6	-5	-44	3	-1	1.0
CCc1c(C#N)c(SCCC(=O)Nc2ccc(F)cc2)nc2c1C(=O)CC(C)(C)C2	10	-18	-1	-19	5	38*	-26	15	3.7
COCCNCC(=O)NCC12CC3CC(CC(C3)C1)C2	0	-1	-1	8	7	6	6	-4	1.5
O=C1NC(=S)N/C1=C/c1ccc(Oc2ccc(C(F)(F)F)cc2[N+](=O)[O-])c(Cl)c1	1	-1	-1	9	-5	4	-4	2	-1.1
CC(CNc1nc2ccc(Cl)cc2n2cnnc12)c1ccccc1 (stereo not given)	1	8	-2	3	0	-9	-1	7	1.0
COc1ccc(OC)c(-c2csc(NC(=O)COC(=O)c3ccc(NC(=O)CC#N)cc3)n2)c1	5	-4	8	-1	6	17	-9	-3	1.5
CC(C(=O)OCn1nnc2ccccc2c1=O)N1C(=O)c2ccccc2C1=O (stereo not given)	1	5	1	1	6	-8	-3	1	-0.3
CC1(C)Cc2cccc(Oc3ccc(S(=O)(=O)N4CCCCC4)cn3)c2O1	1	3	1	-2	-2	-4	3	2	2.4
O=S(=O)(NCCSc1nnnn1-c1ccccc1)c1cccs1	1	4	-4	6	-4	-15	-6	2	-1.3
COc1ccc(N2CCN(C(=O)CN3C(=O)c4ccccc4S3(=O)=O)CC2)cc1	13	-10	-1	-8	1	23	-46	10	0.8
CCCN=CC1=C(O)CC(c2ccccc2)CC1=O (stereo not given)	1	4	-3	9	-4	2	0	-4	0.6
CCCCC[C@@H](C)N1C[C@@H](COCc2ccccc2)Oc2cc(N3CC[C@@H](O)C3)ccc2S1(=O)=O	-1	nt	-1	1	0	nt	-3	-1	nt
COc1ccc(C2=NN(C(=O)c3cccs3)C(O)(C(F)(F)F)C2)cc1 (stereo not given)	-2	-3	-9	-6	3	3	-2	3	1.1
CC(C)Sc1nnc(Nc2ccccc2)s1	-1	-3	-4	-2	6	-3	0	12	2.1
Cc1c(CN(C)C(=O)CSc2nc(-c3ccco3)cc(C(F)(F)F)n2)cnn1C	6	-5	3	0	5	11	-10	6	-1.4
Cc1[nH]n(-c2cccc(Cl)c2)c(=O)c1-c1ccccc1	0	1	-2	-3	-1	-7	-5	-3	-1.3
O=C(CCc1ccccc1)NC(=S)Nc1ccc(S(=O)(=O)N2CCOCC2)cc1	10	7	3	-9	-5	-5	-9	5	-0.8
O=S1(=O)CCC(NC(=S)N2CCCCCC2)C1 (stereo not given)	0	-3	0	6	2	-1	-3	0	-3.6
Cc1cc(OCc2nnc(SC(C)C(=O)O)n2-c2ccccc2)ccc1Cl (stereo not given)	0	9	-2	0	3	-7	-2	9	0.0
CC(C)CCN1CCC(CN2C(=O)C(=O)NC[C@@H]2Cc2ccccc2)CC1	0	-5	-1	-2	11	11	6	-2	-0.8
O=C(CC1C(=O)NCCN1CC(c1ccccc1)c1ccccc1)NCCc1cn[nH]c1 (stereo not given)	1	5	-8	14	0	-7	1	-3	4.7
CCOC(=O)c1cc2sccc2n1CC(=O)c1ccc2c(c1)OCCO2	4	-13	-4	-6	6	2	-3	0	11
Cc1nc2c(C)cccn2c(=O)c1NC(=O)c1ccc(Br)o1	1	14	-1	5	-5	-13	4	-6	0.2
O=C(NCC1CCCO1)/C(=C\c1cccc([N+](=O)[O-])c1)NC(=O)c1ccccc1 (stereo not given)	1	4	-3	1	6	-7	-6	-7	-1.5
Cc1cc(NC(=O)CCC(=O)N(CC(=O)NC2CCCC2)c2ccc(C)c(F)c2)no1	1	22	-1	-6	-15	-16	-1	13	-2.1
COc1ccc(N2CCN(C(=O)c3cc(=O)c4cc(C)cc(C)c4o3)CC2)cc1	-2	7	-8	4	-2	-13	5	-1	-0.8
Cc1oc2cc3oc(=O)c(CCC(=O)NCCC(=O)O)c(C)c3cc2c1C	0	4	-1	2	-2	-2	-3	10	0.1
COc1ccc(-c2cc(C(=O)N(C)Cc3ccc(F)cc3)c3ccccc3n2)cc1OC	13	-6	-2	-9	7	21	-11	14	0.5
Nc1ccc(S(N)(=O)=O)cc1N	0	6	-1	-5	-4	-15	3	1	1.2
Cc1ccc(C)c(S(=O)(=O)NCC(=O)NCc2ccco2)c1	1	14	-4	0	-9	-13	-7	-4	-1.3
COc1cc(SC)ccc1C(=O)N1CCN(S(=O)(=O)/C=C/c2ccccc2)CC1	3	13	0	6	-11	-16	-12	2	-0.5
CSc1ncccc1C(=O)OCC(=O)Nc1ccc2c(c1)OCO2	1	10	3	-2	-2	-9	-5	11	-0.3
CCN(CC)C(=O)C1CCCN(c2ccc([N+](=O)[O-])cc2/C=N/NC(=O)c2cccc([N+](=O)[O-])c2)C1 (stereo not given)	1	4	1	2	15	0	1	-4	1.8
C[C@@H]1CN([C@H](C)CO)C(=O)CCCn2nncc2CO[C@H]1CN(C)Cc1ccc2c(c1)OCCO2	0	5	0	0	7	-13	4	-2	-0.1
CC1CCC(O)(C(C(=O)O)c2ccccc2)CC1 (stereo not given)	0	3	-1	4	4	-8	7	14	-0.7
CN1CCN(C(=S)c2cn(Cc3ccc(F)cc3)c3ccccc23)CC1	7	-1	-4	-2	-8	4	0	5	2.5
CCOC(=O)c1c(C)n(C)c2ccc(OC)c(NC(=O)CN3CCN(Cc4ccccc4)CC3)c12	1	6	-3	-3	-1	-9	-4	9	-1.7
CCOC1=C2[C@@H](CN(S(=O)(=O)c3ccc(C)cc3)[C@H]2c2ccccc2F)[C@H]2C(=O)N(CC)C(=O)[C@H]2C1	2	3	1	2	-3	-8	-1	0	nt
CC(C)OC(=O)C(C)Nc1ccc(F)c(Cl)c1 (stereo not given)	0	12	-4	4	-1	-18	5	3	-0.2
COc1ccc2c(-c3cc4ccc(OCc5ccc(F)cc5)cc4oc3=O)cc(=O)oc2c1	2	11	-2	-1	3	-6	-5	-6	1.2

A run of entries from the list above, as a working copy:
Molecule	CHRM4 agonist	M1 PAM	M5 ag	CHRM4 PAM	M4 antag	CHRM1 antagonist	CHRM5 PAM	M5 antag	CRFR2-BP ag
CC(C)OC(=O)C(C)Nc1ccc(F)c(Cl)c1 (stereo not given)	0	12	-4	4	-1	-18	5	3	-0.2
COc1ccc2c(-c3cc4ccc(OCc5ccc(F)cc5)cc4oc3=O)cc(=O)oc2c1	2	11	-2	-1	3	-6	-5	-6	1.2

Next entries
Molecule	CHRM4 agonist	M1 PAM	M5 ag	CHRM4 PAM	M4 antag	CHRM1 antagonist	CHRM5 PAM	M5 antag	CRFR2-BP ag
Cc1ccc(C)c2sc(NC(=O)C3CC3)nc12	1	4	-1	10	-8	-9	3	-1	2.9
CN(C)CCCN(C(=O)c1nc2ccccc2s1)c1nc2ccc(F)cc2s1	1	14	-1	6	2	-3	5	6	2.0
CCCn1c(=O)[nH]c(=O)c2c1nc(-c1ccc(C(F)(F)F)cc1)n2CCOC	0	10	-2	1	3	-6	3	8	-1.3
Cc1[nH]c2ccccc2c1/C=N/NC(=O)CNC(=O)c1cccs1	0	5	2	-7	3	-8	-4	7	2.5
COc1cc(C(=S)N2CCCC2)ccc1OS(=O)(=O)c1ccc(NC(C)=O)cc1	11	3	3	-6	3	-11	-10	0	-1.9
Cc1cccn2cc(CCNC(=O)c3cccs3)nc12	2	3	1	3	-7	-20	2	-4	-0.6
Cc1csc(NC(=O)c2ccc(C)s2)n1	18	-8	-1	-25	5	16	-19	19	-0.3
CCCCOC(=O)C1=C(C)NC2=C(C(=O)CCC2)C1c1cc(OC)ccc1OC (stereo not given)	1	6	2	6	-3	-10	3	1	-7.4
O=C(O)c1cc2ccc3ccccc3c2[nH]1	-1	-6	3	-7	-2	6	-4	6	0.4
O=C(c1ccc(C(F)(F)F)cc1)C1CCCN(C(=O)CCn2cncn2)C1 (stereo not given)	0	8	2	-2	6	-12	5	1	0.9
CCCCCCCCC(=O)N/N=C(\C)c1ccc(O)cc1O	0	-3	-5	1	6	4	-1	-10	-1.2
COc1ccc(N/C(C)=C/C(=O)c2ccccc2)cc1	2	3	2	5	-3	-6	2	-2	0.3
CCOC(=O)N1CCN(C(=O)c2cn(CCOC)c(=O)c3c2c2ccccc2n3C)CC1	5	5	2	-4	4	-11	-10	-4	-0.8
COc1cccc(C(=O)Nc2cccc(-c3ccccc3)c2)c1	8	0	1	-3	-1	-5	-3	16	1.8
O=C(NCCc1ccc(C(F)(F)F)cc1)C1CCC(=O)N(CCCc2ccccc2)C1 (stereo not given)	1	9	-1	-6	-12	-13	-4	8	-0.3
Cc1csc(NC(=O)CCSCCc2ccccn2)n1	2	2	1	3	-9	-5	-1	-2	0.6
O=S(=O)(c1ccc(F)c(F)c1)N1CCN(CCc2ccccc2)CC1	2	2	-2	2	-18	-4	-2	-1	7.9
CC[C@H](C)[C@H]1CNC(=O)C(=O)N1CC1CCN(CCc2ccccc2)CC1	-1	4	-2	0	16	-8	-2	10	0.0
CSc1ncccc1C(=O)N1CCCC(CCC(=O)NCc2ccc(F)c(F)c2)C1 (stereo not given)	1	-1	2	-7	9	6	-8	-5	0.7
Cc1ccc(OCC(=O)NC(=S)Nc2ccccn2)c(Br)c1	1	9	-6	11	-21	-18	-2	2	4.1
CCOc1ccc(CNCCNC(=O)c2nonc2N)cc1	1	13	-5	6	-6	-9	11	-4	-0.3
O=C(Cn1nnc(-c2ccccc2Cl)n1)N/N=C/c1ccc2c(c1)OCO2	3	4	-3	7	-8	-1	-3	8	0.1
